# High-throughput results: PubChem BioAssay, National Center for Advancing Translational Sciences (NCATS)
# AMA1-RON2 inh: qHTS for Inhibitors of AMA1-RON; Towards Development of Antimalarial Drug Lead: Primary Screen | Plasmodium falciparum AMA1 (3D7) - RON2 peptide interaction | AlphaScreen AMA1-biotinylated RON2 peptide binding | Potency, µM (series often up to 58.2 µM), without a hit: top-dose activity change, negative = inhibition, usual class: inhibitors | 0.2% of 360,000 active | AID 720542, 2013;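 further: potency means the concentration at half of the fitted maximal effect; 0% = vehicle wells and -100% = peptide control; nearly all actives have a fitted effect of over 45% in size; some results filed as inactive show a strong effect at the top dose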
#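 AMA1 (3D7) with his tag at 25 nM final met compounds first, then biotinylated RON2 peptide at 25 nM; detection used donor plus acceptor beads, 10 µg/mL apiece, read by AlphaScreen after 30 min at room temperature.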
# AmpC inh no detg: qHTS Inhibitors of AmpC Beta-Lactamase (assay without detergent). AmpC nitrocefin hydrolysis, absorbance 480 nm, 0.0001% Triton. Potency, µM (highest dose often 57.1 µM), for the others: top-dose activity change, negative = inhibition, hits mostly inhibitors. 0.52% of 330,000 active. AID 485341, 2010;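 further: potency means the concentration at half of the fitted maximal effect; plate controls were no compound for no effect and no enzyme for full effect; nearly all actives have a fitted effect of over 20% in size; some results filed as inactive show a strong effect at the top dose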
#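 AmpC (5.3 nM in the dispensed reagent) in 20 mM phosphate pH 7.0 with 0.01% (detergent screen) or 0.0001% Triton X-100 was preincubated with compounds for 15 min at room temperature. Nitrocefin was then added from an 800 uM solution, and hydrolysis was followed at 480 nm.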
# Cycloheximide cs: Cycloheximide Counterscreen for Small Molecule Inhibitors of Shiga Toxin; max response, %; cell reporter, cycloheximide protein synthesis inhibition counterscreen; AID 2314, 2010; 12% of 300,000 active; in the data active means max response mostly above about 13%, no sharp cut-off; inactive means mostly below about 14%; further: read at 38.3 µM for the half of the compounds with a filed dose; 0% is about no effect
# Shiga toxin inh: A qHTS for Small Molecule Inhibitors of Shiga Toxin; Vero cells, Shiga toxin protein synthesis inhibition reporter; inhibition, % at 38.7 µM; 9.2% of 290,000 active; in the data active means inhibition mostly above about 28%, no sharp cut-off; inactive means mostly below about 43%; further: 0% is about no effect
# HCMV antiviral: qHTS Assay for inhibitors of the human cytomegalovirus (HCMV); activity change, negative = inhibition, % at 57.5 µM; HFF cells, HCMV-luciferase reporter, 72 h; stronger effect = lower value; 4.5% of 410,000 active; in the data active means activity change below about -60%; inconclusive means no clear call, values can overlap the other calls; inactive means above about -39%; further: on the % scale 0 is the no-effect control and ±100 the full control effect
#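 Human foreskin fibroblasts infected with luciferase-reporter HCMV at MOI 1 PFU/cell, compounds at two doses. Luciferase measured 72 h post infection; normalized to buffer-only basal and Salinomycin (10uM) controls.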
# Giardia FBPA inh: qHTS Assay for Inhibitors of Fructose-1,6-bisphosphate Aldolase from Giardia Lamblia; purified Giardia FBPA; 0.71% of 290,000 active; AID 2451, 2010; Potency, µM (highest dose often 59.6 µM), without a hit: at the highest dose activity, negative = inhibition, most hits filed as inhibitors; A8B2U2; further: potency means the concentration at half of the fitted maximal effect; on the % scale 0 is the no-effect control and ±100 the full control effect; nearly all actives have a fitted effect of over 55% in size
#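 40 nM FBPA preincubated 10 min at RT with compound (up to 57.5 uM final), then substrate plus GAPDH/TPI/NAD/arsenate coupling and diaphorase/resazurin added. Fluorescence read after 20 min at RT, 525/598 nm.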
# AmpC detergent: qHTS Inhibitors of AmpC Beta-Lactamase (assay with detergent) | 0.041% of 370,000 active | Potency, µM (highest dose often 114 µM), for the others: top-dose activity change, negative = inhibition, most hits filed as inhibitors | AmpC hydrolysis of nitrocefin, absorbance 480 nm, 0.01% Triton | P00811;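 further: potency means the concentration at half of the fitted maximal effect; 0% = no-compound wells and -100% = no-enzyme wells; nearly all actives have a fitted effect of over 25% in size; some results filed as inactive show a strong effect at the top dose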
#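 20 mM phosphate pH 7.0 + 0.01% (detergent screen) or 0.0001% Triton X-100; 5.3 nM AmpC reagent; cpd preinc 15 min RT; nitrocefin (800 uM stock) to start; A480 q20 s × 4 min; Activity was normalised to no-enzyme and no-compound control wells.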
# Active calls of the source: *; ? = inconclusive; nt = no result given; & = joins results of further samples; [ ] = dose if it differs, or a comment. Unless noted, the call rests on the fitted dose curve; in most records, active means well fitted curve in the direction sought with a large enough effect; inconclusive means small, poorly fitted or top-dose-only effect, or another doubt; inactive means no such curve, though single readings can be large; an effect the other way counts as inactive or inconclusive. Compounds were not picked by outcome; 16% or so of the library scored in one or more.
nr	SMILES	AMA1-RON2 inh	Cycloheximide cs	Giardia FBPA inh	AmpC detergent	Shiga toxin inh	HCMV antiviral	AmpC inh no detg
1	Cc1c(NC2=CC(=O)CC(C)(C)C2)ccc([N+](=O)[O-])c1C	-8%	-2	-6%	?	-15	-17	-34%
2	Cc1cc(C(=O)O)ccc1-c1ccc(CO)o1	-19%	7	3%	3%	34	26	-10%
3	Cc1ccc(Nc2nc(Cl)c(C=O)s2)cc1Cl	22%	23*	-12%	-11%	25	31	-37%
4	Cc1cccc(C)c1OCc1cc(C(=O)N2CCN3CCCC3C2)no1 (stereo not drawn)	11%	19*	nt	-12%	44*	17	71%[activator]
5	O=S(=O)(NCc1ccccc1)c1ccc(S(=O)(=O)N(Cc2ccccn2)Cc2ccco2)cc1	7%	-1	0%	1%	17	51	-22%
6	CCn1c(-c2csc3c2CCCC3)n[nH]c1=S	36%[activator]	15	-5%	-17%	-7	-10	-18%
7	CC(=O)Nc1ccc(S(=O)(=O)N(C)CC(=O)NC2=NCCS2)cc1	5%	-1	4%	-16%	24	?	-11%
8	CCCCN1C(=O)/C(=C2/C=CC=CN2C)SC1=S	-17%	19*	-8%	?	36	-16	-12%
9	Cc1nc(Cl)sc1C(=O)Nc1ccc(Cl)cc1	5%	25*	0%	0%	71*	-3	-9%
10	Cc1ccc(/C=C/S(=O)(=O)NCC(=O)OCC(=O)Nc2ccc(C(N)=O)cc2)cc1	-5%	nt	nt	?	nt	-22	-10%
11	CCO/C(C)=N/n1c2nc3ccccc3nc2c2c(=O)n(Cc3ccccc3Cl)c(C)nc21	-14%	2	2%	?	14	?	26%
12	COc1cc(Cl)c(C)cc1NC(=O)CCCn1c(=O)oc2ccccc21	-15%	11	7%	-9%	-10	-12	24%
13	CC1CCCN(C(=O)/C(=C/c2ccco2)NC(=O)c2ccccc2)C1 (stereo not drawn)	3%	-2	-5%	-9%	1	2	-17%
14	COc1cc(OC)cc(-c2cc3nc(C)c(CCC(=O)O)c(C)n3n2)c1	2%	-7	-2%	-14%	-19	-79*	112%[activator]
15	COc1ccc(S(=O)(=O)N2CC(C)N(S(=O)(=O)c3ccc(OC)cc3)CC2C)cc1 (stereo not drawn)	-3%	6	3%	?	-13	nt	-30%
16	COC(=O)c1ccc(NC(=O)CCS(=O)(=O)c2ccc(Br)cc2)cc1	-4%	-5	5%	1%&5%	-1	?	-3%
17	CC(C)Cc1ccc(C(C)C(=O)N2CCOCC2)cc1 (stereo not drawn)	-8%	-2	5%	3%	-13	24	43%
18	CC(C(=O)NCC1CCCO1)n1cccc1C(=O)c1ccccc1 (stereo not drawn)	4%	-2	3%	-7%	-25	-19	-2%
19	COC(=O)Cc1[nH]nc2c1C1(CCSCC1)C(C#N)=C(N)O2	-1%	-4	1%	-7%	18	-8	-45%
20	O=C(NC1CCCCCCC1)c1cc(-c2ccccn2)nc2ccccc12	-4%	9	6%	0%	-19	-8	-18%
21	Cc1ccc(-c2nn(CC(=O)N(C)C)c(=O)c3ccccc23)cc1S(=O)(=O)N(C)C	-1%	2	23%	2%	-11	51	54%[activator]
22	COc1ccc(/C=C(/NC(=O)c2ccc(C)cc2)C(=O)NCC2CCCO2)cc1 (stereo not drawn)	-11%	6	1%	?	-5	-13	5%
23	CCCC(/C=C/c1ccc(OC(C)=O)cc1)=C1/c2ccccc2C(=O)N1c1ccccc1	81%[activator]	nt	nt	6%	nt	28	-2%
24	O=C1/C(=C/c2ccncc2)Cc2ccccc21	-3%	nt	nt	2%	nt	-21	-3%
25	CN(CC(=O)Nc1nc2ccccc2s1)S(=O)(=O)c1ccc(Cl)cc1	10%	-3	-1%	-9%	-3	55	-7%
26	CCCn1c(N)c(C(=O)CSc2nnc(-c3c[nH]c4ccccc34)n2C2CC2)c(=O)[nH]c1=O	-2%	nt	nt	nt	nt	23	-17%
27	CC1CCC(NC(=O)COc2ccc(C(=O)c3ccccc3)cc2)CC1 (stereo not drawn)	-11%	-1	5%	-9%	5	-6	0%
28	Cc1nc2cccc(C)n2c(=O)c1Cl	0%	-2	2%	-3%	8	11	-17%
29	COc1ccccc1CC1(C)NC(=O)N(CC(=O)N2CC(C)OC(C)C2)C1=O (stereo not drawn)	-14%	10	4%	-10%	-7	48	-16%
30	CC(OC(=O)CNC(=O)c1ccc2c(c1)OCO2)C(=O)NCCC1=CCCCC1 (stereo not drawn)	0%	1	1%	-9%	23	47	-9%
31	Cc1ccccc1N1C(=O)[C@@H]2Cc3ccccc3CN2C1=O	-4%	1	1%	-6%	-8	-6	-23%
32	Cc1cccc2nc(CSc3nc4ccc([N+](=O)[O-])cc4[nH]3)cn12	-5%	-2	-23%	0%	3	28	-24%
33	CCc1cc(=O)oc2cc(OCC(=O)N3CCC[C@H]3C(=O)O)ccc12	16%	0	-17%	-8%	-3	13	-17%
34	Cc1nnc(SCc2ccccc2C#N)n1-c1ccccc1	-2%	-5	3%	-2%	-20	-5	14%
35	COc1cc(OC)cc(C(=O)N2CCN(Cc3ccc4c(c3)OCO4)CC2)c1	?	-1	?	-5%	-21	11	35%
36	CCCCC(=O)Nc1ncc2c(n1)CC(C)(C)CC2=O	8%	22	-1%	?	17	31	-5%
37	O=C(N/N=C/c1ccc(OCc2ccccc2)cc1)c1ccco1	10%	36*	1%	-1%	55*	34	-38%
38	COc1cc(C(CCN2CCCC(C)C2)c2c(OC)cc(OC)c3c(-c4ccccc4)cc(=O)oc23)cc(OC)c1OC (stereo not drawn)	-17%	-9&-10	0%&-5%	-2%	-18&1	nt	269%[activator]
39	CCN(CC(=O)Nc1c(F)cccc1F)C(=O)COc1ccc2c(C)cc(=O)oc2c1	-19%	1	4%	-1%	-20	?	-14%
40	Cn1c(=O)c2ccccc2n(Cc2ccccc2F)c1=O	1%	12	-2%	-10%	-2	?	-15%
41	CCN1C=C(Cc2ccc(F)cc2)C2=C(C1)C(c1ccc(F)cc1)C(C#N)=C(N)O2 (stereo not drawn)	-23%	-4	?	-8%	-5	27	-7%
42	O=C(COC(=O)C1CCN(/C=C/C(=O)C(F)(F)F)CC1)Nc1cccc(F)c1	5%	-2	4%	-3%	17	11	-16%
43	Nn1c(SCC(=O)Nc2ccccc2)nnc(Cc2ccccc2)c1=O	15%	nt	nt	-18%	nt	-17	11%
44	Cc1cc(C)nc(NC(=O)C(c2ccccc2)c2ccccc2)c1	21%[2.32 µM]	-4	12%	-4%	8	-13	-14%
45	COc1ccc([C@H]2CC(=O)C=C(c3cccc(C(C)C)c3)C2)cc1	32%[activator]	nt	nt	5%	nt	54	-17%
46	CCOC(=O)C1=C(C)OC(N)=C(C#N)C1c1cc2c(cc1[N+](=O)[O-])OCO2 (stereo not drawn)	-3%	7	?	4%	-11	?	-22%
47	O=C(NCc1ccccn1)C(=O)Nc1nc(-c2ccccc2)cs1	87%[activator]	-3	-3%	1%	23	22	-14%
48	Cc1cc2c(cc1C)N(Cc1ccccc1)C1=NCCCN12	13%	-2	-2%	-7%	-14	0	36%
49	CCCCc1ccc(NC(=O)CSc2nc(=O)n(CCN(C)C)c3c2CCC3)cc1	0%	nt	nt	-13%	nt	-38	18%
50	COc1ccc(Cc2nnc(NS(=O)(=O)c3ccc(NC(C)=O)cc3)s2)cc1	10%	-3	-20%	?	-4	-22	-25%

# Remaining list, next part
nr	SMILES	AMA1-RON2 inh	Cycloheximide cs	Giardia FBPA inh	AmpC detergent	Shiga toxin inh	HCMV antiviral	AmpC inh no detg
51	CCCc1cc(=O)[nH]c(SCC(=O)Nc2cc(C)on2)n1	5%	1	-6%	4%	19	-22	-17%
52	OC1(Cc2cc(-c3ccccc3)no2)CCN(CCCc2ccccc2)CC1	-5%	3	2%	-6%	6	89	20%
53	CCOc1ccc(N2C(=O)C3CCCN3C2=S)cc1 (stereo not drawn)	-15%	nt	nt	8%	nt	-9	-28%
54	Cc1cccc(Nc2nc(OCC#N)nc(N(C)C)n2)c1	10%	-2	-6%	-1%	0	38	-13%
55	O=C1COc2ccc(C(=O)COC(=O)/C=C/c3ccc(Br)o3)cc2N1	?	nt	nt	?	nt	-18	?
56	COc1ccc(CN(C(=O)COc2ccc(C)c(C)c2)C2CCS(=O)(=O)C2)cc1OC (stereo not drawn)	12%	-3	9%	?	1	-15	110%[activator]
57	OCCN(Cc1ccccc1)CC(O)COc1ccc(-c2ccccc2)cc1 (stereo not drawn)	0%	13	-10%	?	28	23	138%[activator]
58	COc1ccc(-c2ncccc2OC(=O)C23CC4CC(CC(C4)C2)C3)cc1	-8%	-4	-6%	4%	-9	-26	-15%
59	CC(=C\c1ccccc1)/C=C1/SC(=S)N(CCC(=O)O)C1=O	2%	2	6%	-9%	1	?	-21%
60	O=C(Nc1ccc(N2CCOCC2)c(Cl)c1)c1cc2ccccc2o1	1%	39*	?	-9%	71*	nt	-25%
61	Cc1ccc2cccc(SCC(=O)N3CCOCC3)c2n1	-4%	-1	-27%	-13%	12	-31	-16%
62	CN(C)S(=O)(=O)c1cccc(NC(=S)N/N=C/C(=O)c2ccccc2)c1	33%[activator]	7	?	-15%	18	-25	-40%
63	CC1(c2ccccc2)NC(=O)N(CCN2C(=O)c3ccccc3C2=O)C1=O (stereo not drawn)	0%	-1	1%	-16%	-15	35	-5%
64	CCOC(=O)COn1c(=O)c(-c2ccc(F)cc2)[n+]([O-])c2ccccc21	3%	-4	?	-11%	-1	-6	-8%
65	O=C(Nc1ccc(F)cc1F)N1CCCC(c2nc(-c3ccc(F)cc3)no2)C1 (stereo not drawn)	2%	23*	3%	-2%	41	?	-3%
66	Cn1c(Cc2ccccc2)nnc1SCC(=O)Nc1ccccc1N1CCOCC1	29%	-2	0%	2%	-10	2	8%
67	CC(C)CN(C(=O)CSc1nc2ccccc2c(=O)n1C)C1CCS(=O)(=O)C1 (stereo not drawn)	-5%	nt	nt	-10%	nt	-5	130%[activator]
68	O=C(Cc1ccc([N+](=O)[O-])cc1)NCc1ccncc1	-2%	7	5%	1%	-8	-7	-25%
69	Cn1cccc1CC(=O)NNC(=S)NC(=O)c1ccccc1Br	97%[activator]	3	3%	?	-4	-22	-11%[11.4 µM]

# Fetched by structure from the list above:
nr	SMILES	AMA1-RON2 inh	Cycloheximide cs	Giardia FBPA inh	AmpC detergent	Shiga toxin inh	HCMV antiviral	AmpC inh no detg
61	Cc1ccc2cccc(SCC(=O)N3CCOCC3)c2n1	-4%	-1	-27%	-13%	12	-31	-16%
67	CC(C)CN(C(=O)CSc1nc2ccccc2c(=O)n1C)C1CCS(=O)(=O)C1 (stereo not drawn)	-5%	nt	nt	-10%	nt	-5	130%[activator]
